High-throughput results: PubChem BioAssay, several laboratories
GalR3 antag = GalR3 antagonists in HEK293 cells, primary screen, cell-based, fluorescence readout. HEK293 GalR3-CNG cAMP membrane potential fluorescence; galR3 body fused to GalR1 C-terminus. Galanin receptor type 3 (Homo sapiens), O60755. actives 0.44% (n = 360,000). inhibition, % at 3 µM;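 active means inhibition above the screen-wide average plus 3 SD, cut at about 13% in these data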;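 further: forskolin and galanin both at EC90 stimulate the cells; cAMP rise reported by CNG channel membrane potential dye signal; 0% = forskolin plus galanin with DMSO and 100% = forskolin alone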
Target sequence (O60755 1-299 limits assumed): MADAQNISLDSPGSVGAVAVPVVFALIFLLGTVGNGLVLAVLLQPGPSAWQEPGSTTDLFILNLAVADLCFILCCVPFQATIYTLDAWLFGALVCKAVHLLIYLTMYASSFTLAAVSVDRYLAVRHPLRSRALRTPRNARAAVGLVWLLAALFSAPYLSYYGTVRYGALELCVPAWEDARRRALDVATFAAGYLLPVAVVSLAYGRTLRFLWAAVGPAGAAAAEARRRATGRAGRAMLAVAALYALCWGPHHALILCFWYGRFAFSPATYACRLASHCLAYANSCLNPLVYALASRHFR
OXTR agonist = human OXTR agonists, primary screen, fluorescence, CHO-OTR cells, Fluo-8 calcium. Oxytocin receptor (Homo sapiens), P30559. Fluo-8 calcium fluorescence; normalized: DMSO 0%, oxytocin 100%. actives 0.32% (n = 320,000). activation, % at 3 µM. AID 2435, 2010;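 active means activation above the mean of all tested compounds plus 3 SD, cutoff set per screening run, cut at about 20% in these data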;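 further: peak over basal fluorescence ratio from a 100 s FLIPR kinetic read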
MEKK2wt PB1 HTS = modulators of MEK5 binding to wildtype MEKK2, primary screen, biochemical, multiplex bead flow cytometry, Alexa488-MEK5; Mitogen-activated protein kinase kinase kinase 2 (Homo sapiens), Q9Y2U5; Alexa488-MEK5 binding to MEKK2 WT; actives lie on both sides; binding response (% of control), % at 10 µM; actives 1.1% (n = 290,000); AID 1531, 2009; in the data active means binding response below about 67% or above about 130%
OXTR potentiate = human OXTR potentiators, primary screen, fluorescence, CHO-OTR cells, Fluo-8 calcium | Oxytocin receptor (Homo sapiens), P30559 | Fluo-8 calcium fluorescence, potentiator mode; 0% = oxytocin EC15, 100% = EC100 | activation, % at 3 µM | actives 0.061% (n = 320,000) | AID 2445, 2010;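 active means activation above that plate's cutoff, the mean activation of tested compounds plus 3 SD, cut at about 6.6% in these data, passing the limit was not always enough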;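 further: 100% uses oxytocin at 75 nM as the full agonist control; some results filed as inactive read as strong as hits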
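System: human OTR in CHO cells; Also added: sub-maximal oxytocin, roughly EC15; Timing: compound 6 min at room temperature before oxytocin, 100 s read; Technique: Fluo-8 intracellular calcium fluorescence, ex 470-495, em 515-575 nm; Controls: oxytocin EC15 low and EC100 high; Replication: singlicate.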
NALP1 yeast inh = NALP1 inflammasome inhibitors in reconstituted yeast, colorimetric, S. cerevisiae, triplicate retest | S. cerevisiae NALP1/ASC/caspase-1 growth, X-gal OD620, 72 h | inhibition, % at 10 µM | actives 0.61% (n = 280,000); in the data active means inhibition mostly above about 24%, no sharp cut-off; inactive means mostly below about 32%; further: some compounds called inactive have numbers as strong as hits
GPR7 antagonist = GPR7 receptor antagonists, primary screen, cell-based, fluorescence, single concentration | Neuropeptides B/W receptor type 1 (Homo sapiens), P48145 | GPR7-expressing cells, fluorescence antagonist assay | inhibition, % at 4.4 µM | actives 1.1% (n = 290,000) | AID 1861, 2009; in the data active means inhibition above about 16%, passing the limit was not always enough;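 further: cells stimulated with the agonist NPW; 0% = agonist with vehicle and 100% = vehicle without agonist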
Target sequence (P48145 whole entry, looked up): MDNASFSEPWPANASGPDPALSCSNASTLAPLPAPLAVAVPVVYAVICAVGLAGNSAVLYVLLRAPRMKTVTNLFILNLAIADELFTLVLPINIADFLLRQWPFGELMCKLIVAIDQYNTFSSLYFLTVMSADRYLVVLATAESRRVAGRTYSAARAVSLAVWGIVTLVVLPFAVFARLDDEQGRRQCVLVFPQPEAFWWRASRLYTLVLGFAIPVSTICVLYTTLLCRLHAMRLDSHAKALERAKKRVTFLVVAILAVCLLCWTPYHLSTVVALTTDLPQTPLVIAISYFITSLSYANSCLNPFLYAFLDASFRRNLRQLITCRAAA
M18AAP inhibitor = PfM18AAP inhibitors, malaria aminopeptidase, primary screen, biochemical, QFRET, recombinant enzyme; M18 aspartyl aminopeptidase (Plasmodium falciparum 3D7); AID 1822, 2009; actives 1.2% (n = 290,000); inhibition, % at 7.35 µM; H-Glu-NHMec fluorogenic cleavage;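 active means inhibition above the campaign mean inhibition over all tested compounds plus 3 SD, cut at about 28% in these data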;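 further: 0% = plate median of test compound wells and 100% = 2 mM ZnCl2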
MEKK2 mut-MEK5 = MEK5 binding signal on mutant MEKK2 PB1, primary screen, biochemical, multiplex bead flow cytometry, Alexa488-MEK5 | Alexa488-MEK5 binding to MEKK2 mutant | percent response, % at 10 µM | actives 0.35% (n = 290,000) | AID 1530, 2009; in the data active means percent response above about 24%, passing the limit was not always enough; further: inactives centre near 1; some results filed as inactive read as strong as hits
V1aR counter = agonists of human V1a receptor, primary screen, counter-screen for OXTR agonist project, fluorescence, CHO-V1R cells; actives 0.25% (n = 320,000); Fluo-8 calcium fluorescence, agonist mode; 0% DMSO, 100% 3 nM vasopressin; activation, % at 3 µM;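 active means activation above the mean activation of all tested compounds plus 3 SD, per screening run, cut at about 20% in these data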;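 further: signal is peak over basal fluorescence ratio across a 100 second FLIPR read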
Numbers without * were called inactive; x = not tested or not shown.

SMILES	GalR3 antag	OXTR agonist	MEKK2wt PB1 HTS	OXTR potentiate	NALP1 yeast inh	GPR7 antagonist	M18AAP inhibitor	MEKK2 mut-MEK5	V1aR counter
Cc1ccc(NC(=O)c2noc3c2CC(C(C)(C)C)CC3)cc1 (stereo not drawn)	-2	0.3	94	4	4	-9	5	-2	-0.2
CCN(CC)S(=O)(=O)c1ccc(C(=O)N2CCc3ccccc32)cc1	1	-0.3	96	-30	15	-6	0	-3	0.8
Cc1nc(C)c(-c2ccc(SCc3ccccc3C)nn2)s1	-2	-3.2	98	-5	12	3	6	-4	-1.6
Cn1c(=O)c2[nH]c(N3CCOCC3)nc2n(-c2ccccc2)c1=O	-1	0.5	98	-2	-11	-16	3	-1	0.7
CS(=O)(=O)c1ccc(-c2sc3cc4c(cc3c2C(=O)NN2CCOCC2)OCO4)cc1	0	-0.6	x	-4	x	x	x	x	0.6
CC(C)(C)OC(=O)C1C(=O)CC(C)(O)C(C(=O)OC(C)(C)C)C1c1cccnc1 (stereo not drawn)	-1	-1.4	99	-10	16	-16	-9	-2	-1.4
CCCCC(=O)Nc1ccc(C(N)=O)cc1	-2	0.3	101	-7	x	-15	3	3	1.2
COc1ccccc1OCC(=O)OC/C(O)=C(\C#N)c1nc2ccccc2[nH]1	-2	-1.5	103	3	20	-14	4	5	-0.3
Cc1cc(NC(=O)C(C)SCC(=O)OCc2ccc(Cl)cc2Cl)no1 (stereo not drawn)	-5	-1.6	x	-5	x	x	x	x	-0.1
CN(NC(=O)COc1ccccc1)C1=NS(=O)(=O)c2ccccc21	5	-0.4	92	-10	4	-4	-6	-1	-0.4
CCCOc1ccc(NC(=O)CNC(=O)c2cc(OC)cc(OC)c2)cc1OCCC	-7	-1.6	99	-10	10	-12	-3	2	-0.6
COC(=O)C1CCN(c2cc(Cl)nc(N)n2)CC1	-3	0.0	110	-20	-1	-11	1	3	0.7
O=C(c1ccc(COc2ccccc2)o1)N1CCN(S(=O)(=O)c2ccccc2Cl)CC1	-3	2.9	x	-10	x	x	x	x	4.2
Nc1c(-c2cccc(Cl)c2)cnn1-c1cccc([N+](=O)[O-])c1	-3	0.0	105	-8	5	9	3	0	2.4
Cc1ccc(CN2CCN(/N=C/c3cc(Br)ccc3F)CC2)cc1	-7	-0.5	108	-3	20	-17	-9	2	-0.4
CCOC(=O)c1sc2nc(C)nc(Nc3ccc(OC)c(OC)c3)c2c1C	-1	-0.8	98	-18	-3	-4	0	-3	0.6
CC(NC(=O)/C(C#N)=C/c1ccco1)c1ccccc1 (stereo not drawn)	4	0.4	103	5	x	-8	0	10	0.5
COc1cc(N)c(Cl)cc1C(=O)OCC(=O)Nc1cccnc1Cl	-3	0.2	x	-5	x	x	x	x	0.0
COc1ccc(C(=O)Nc2cccc(NC(=O)c3ccc(OC)cc3OC)n2)c(OC)c1	-2	0.7	x	-13	x	x	x	x	0.7
CC1CCc2c(sc(NC(=O)/C=C/c3cccs3)c2C(=O)O)C1 (stereo not drawn)	-9	-1.8	107	-2	x	-4	6	7	0.5

Next section, starting with the last 2 of the part before.
SMILES	GalR3 antag	OXTR agonist	MEKK2wt PB1 HTS	OXTR potentiate	NALP1 yeast inh	GPR7 antagonist	M18AAP inhibitor	MEKK2 mut-MEK5	V1aR counter
COc1ccc(C(=O)Nc2cccc(NC(=O)c3ccc(OC)cc3OC)n2)c(OC)c1	-2	0.7	x	-13	x	x	x	x	0.7
CC1CCc2c(sc(NC(=O)/C=C/c3cccs3)c2C(=O)O)C1 (stereo not drawn)	-9	-1.8	107	-2	x	-4	6	7	0.5
CC1=Nc2ccccc2N=C(NC(=O)CSC(=S)N2CCN(C)CC2)C1c1ccccc1 (stereo not drawn)	-3	-1.1	104	-4	2	-10	3	10	-0.1
Clc1ccc(-c2csc(NNC3=NCCCCC3)n2)cc1	-5	-0.2	93	-3	-3	-9	7	-10	4.4
CC1CCc2nc3ccccc3c(C(=O)OCC(=O)NC3CCS(=O)(=O)C3)c2C1 (stereo not drawn)	-1	-1.1	98	-5	-9	9	-1	-1	-1.0
CC1(C)Cc2c(C#N)c(SCCC#N)nc(N3CCOCC3)c2CO1	-2	x	104	x	-2	0	7	-1	x
Cc1ccc(C2(C)NC(=O)N(CC(=O)NC(=O)NCCC(C)C)C2=O)cc1 (stereo not drawn)	1	0.6	98	0	26	0	-3	1	1.0
CC(C(=O)N1CCOCC1)N1C(=O)C2C3C=CC(C4CC34)C2C1=O (stereo not drawn)	-6	0.8	94	-6	0	-16	-4	-2	2.6
CCCN(CCC)C(=O)C1CCCN(S(=O)(=O)c2ccc3c(c2)oc(=O)n3C)C1 (stereo not drawn)	-7	-0.4	100	-6	4	2	3	2	0.0
O=C(Nc1ccccc1)Nc1cccc2cccnc12	1	-2.6	91	-3	13	-2	4	-8	-1.4
CC(C)(C)C(=O)Nc1sc2c(c1C#N)CCC2	1	-2.5	109	0	3	-1	-2	-1	-0.8
CCNC(=S)NNC(=O)C(c1ccccc1)c1ccccc1	-3	1.0	98	-7	-2	-3	6	0	0.6
Cc1nnc(NC(=O)CSc2ncnc3c2cnn3-c2ccccc2C)s1	2	0.8	102	0	-26	-13	12	1	0.4
COCCn1c(-c2ccccc2)nc2c(c(=O)c3ccccc3n2C)c1=O	x	-1.4	83	1	20	5	-7	-3	-0.3
Cc1nn2c(C)c(C(=O)Nc3ccccc3)cnc2c1-c1ccccc1	-3	-2.0	96	-7	20	-16	-12	-2	1.2
O=C(O)c1cccc(N/N=C/c2cccs2)c1	-1	1.7	98	3	11	-2	-3	0	-0.4
COC(=O)c1ccc(C)c(NC(=O)CN(c2ccccc2)S(=O)(=O)N(C)C)c1	-4	1.0	99	-2	18	-4	10	1	0.0
Cc1c(NC(=O)C(C)OC(=O)c2cccc(S(=O)(=O)N3CCOCC3)c2)c(=O)n(-c2ccccc2)n1C (stereo not drawn)	-3	0.4	96	0	-10	-10	-7	1	0.7
Cc1cc(C)cc(N(CC(=O)NC2CCCC2)S(=O)(=O)c2c(C)[nH]c(=O)[nH]c2=O)c1	-4	0.8	99	0	x	-10	-10	6	0.1
Cc1ccc(S(=O)(=O)Nc2ccc(N3CCOCC3)cc2)cc1C	-1	1.1	99	1	14	-4	-1	-3	3.8
COc1ccccc1N1C(=O)c2ccccc2NC1c1cc(OC)c(OC)c(OC)c1 (stereo not drawn)	-10	-0.8	106	-15	8	-18	1	3	-0.3
COc1ccc2oc(C(=O)N3CCN(c4ncccn4)CC3)c(C)c2c1	2	-0.7	100	-8	7	-16	5	-1	0.0
CC1CCC/C(=N\NC(=O)c2ccncc2)C1 (stereo not drawn)	-1	-0.6	98	-12	16	5	15	-2	-0.4
COc1ccccc1-c1ccc(/C=N/O)o1	-5	-1.8	106	-1	14	-3	-7	12	-0.8
C=CC[C@@H](CC(=O)NCCO)C(=O)NC[C@H](OC(=O)[C@@H](CC=C)CC(=O)OC(C)(C)C)c1ccccc1	-2	0.6	x	-7	x	x	x	x	-0.3
Cc1ccccc1C1c2[nH]c3ccccc3c2C[C@H]2C(=O)N(C3CC3)CC(=O)N12 (stereo partly drawn)	-12	0.2	101	-5	4	7	1	7	2.2
CCn1cnc2sc(C)c(C)c2c1=O	x	x	105	x	-2	-9	-5	3	x
Cc1ccc(-n2nc(C)c3c(=O)[nH]c(C(F)(F)F)nc32)cc1	x	-0.4	98	-3	7	-3	-11	-2	0.7
COc1ccccc1CCNC(=O)CSc1ccc(-c2ccco2)nn1	3	-0.1	104	-3	8	-11	-4	-1	-0.4

A different layout for some results above:
Compound | GalR3 antag | OXTR agonist | MEKK2wt PB1 HTS | OXTR potentiate | NALP1 yeast inh | GPR7 antagonist | M18AAP inhibitor | MEKK2 mut-MEK5 | V1aR counter
Cc1ccc(S(=O)(=O)Nc2ccc(N3CCOCC3)cc2)cc1C | -1 | 1.1 | 99 | 1 | 14 | -4 | -1 | -3 | 3.8
COc1ccccc1N1C(=O)c2ccccc2NC1c1cc(OC)c(OC)c(OC)c1 (stereo not drawn) | -10 | -0.8 | 106 | -15 | 8 | -18 | 1 | 3 | -0.3
COc1ccc2oc(C(=O)N3CCN(c4ncccn4)CC3)c(C)c2c1 | 2 | -0.7 | 100 | -8 | 7 | -16 | 5 | -1 | 0.0
CC1CCC/C(=N\NC(=O)c2ccncc2)C1 (stereo not drawn) | -1 | -0.6 | 98 | -12 | 16 | 5 | 15 | -2 | -0.4
COc1ccccc1-c1ccc(/C=N/O)o1 | -5 | -1.8 | 106 | -1 | 14 | -3 | -7 | 12 | -0.8
C=CC[C@@H](CC(=O)NCCO)C(=O)NC[C@H](OC(=O)[C@@H](CC=C)CC(=O)OC(C)(C)C)c1ccccc1 | -2 | 0.6 | x | -7 | x | x | x | x | -0.3
Cc1ccccc1C1c2[nH]c3ccccc3c2C[C@H]2C(=O)N(C3CC3)CC(=O)N12 (stereo partly drawn) | -12 | 0.2 | 101 | -5 | 4 | 7 | 1 | 7 | 2.2
